# Cneo AK release – Cryptococcus neoformans lysis via adenylate kinase release. lysis activity, % at 15 µM. 360,000 compounds, 0.2% hits. C. neoformans lysis, adenylate kinase release luminescence, 4 h; normalised: neutral wells 0, clomiphene wells 100;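 active means mean lysis activity across replicates of at least 80%, whatever share of replicates individually reach that level; inactive means mean lysis activity below 80%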
#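 Material – log-phase Cryptococcus neoformans yeast cells · Input – 5 × 10^6 yeast cells/mL · Medium – fresh YPD growth medium · Doses – single compound concentration per well · Timing – static 4 h at 37 °C with compound, 1 h detection · Detection – adenylate kinase release luminescence · Read-out – signal increase indicating cell lysis · Control set – Clomiphene as positive lysis control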
# miR-122 sensor – blocks miR-122 activity in Huh7 sensor cells. 340,000 compounds, 0.3% hits. Huh7 miR-122 Renilla luciferase sensor, 48 h; neutral wells = 0, positive control = 100. activation (reporter increase), % at 12.5 µM;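 active means mean replicate activation score at least 90 and every replicate individually at or above 90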;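 further: higher luciferase means less miR-122 activity so hits act as miR-122 inhibitors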
# PGC1a acetyl inh – modulators of PGC1a acetylation; U2OS PGC1a acetylation, AlphaScreen anti-acetyl-lysine; with virally co-expressed GCN5 acetyltransferase; inhibition, % at 15.6 µM; 350,000 compounds, 0.17% hits; AID 651687;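 active means every replicate shows inhibition of at least 40%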;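 further: 0% = neutral control wells and 100% = positive control wells; some results beyond the cut were filed as inactive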
# * marks the source's active call; other numbers are inactive results; & = joins results of further samples.
Molecule,Cneo AK release,PGC1a acetyl inh,miR-122 sensor
COC(=O)C(C(=O)OC)C(C)C(C(=O)OC)C(=O)OC,-4,-16,-6
O=C(NCCCN1CCC(Cc2ccccc2)CC1)C1CCN(S(=O)(=O)N2CCOCC2)CC1,2,8,-3
COc1ccc(N=C2CCCN2CC(N)=O)cc1,2,-13,-6
COC(=O)c1c(NC(=O)C2CCCO2)sc2c1CCC2 (stereo not drawn),5,-18,0
COc1cc(S(=O)(=O)NC2CCCC2)ccc1F,0,18,7
O=C(COC(=O)Cn1cnc2ccccc21)Nc1ccc2c(c1)OCCO2,1,15,-6
O=C1N(CC(=O)N2CCc3ccccc32)CCN1Cc1ccccc1Cl,7,-3,2
Cn1c(CCNC(=O)c2ccccc2)nc2cc(NC(=O)C3CCCCC3)ccc21,8,6,2
O=C(CN1C(=O)c2ccccc2S1(=O)=O)c1ccc(OC(F)F)cc1,-4,-1,16
COc1cc(NS(=O)(=O)c2ccc3c(c2)n(C)c(=O)n3C)cc(OC)c1,1,0,72
CCc1nnc(NC(=O)CCC(=O)NCC2CCCO2)s1 (stereo not drawn),4,-5,4
CN(C)c1cccc(C(=O)n2cc(C(=O)c3cc(F)ccc3O)cn2)c1,0,5,4
Clc1ccc(-n2nnnc2SCc2cn3ccccc3n2)cc1,1,-5,-1
CC(NS(=O)(=O)c1cccc(Cl)c1)C(=O)Nc1ccc(-c2nc3ccccc3s2)cc1 (stereo not drawn),1,5,18
COc1ccccc1NC(=O)N1CCc2[nH]c3ccc(F)cc3c2C1,2,2,-1
COCCn1c(C)cc(C(=O)CSc2nc(C)nc3sc4c(c23)CCC4)c1C,-1,1,1
CCN(CC)CCCNC(=O)CCc1ccccc1,3,7,-2
CCn1nc(C(=O)OCc2c(C)noc2C)c2ccccc2c1=O,-1,7,-1
COCCCNCC(=O)Nc1ccc(OC(F)(F)F)cc1,-1,9,-4
O=C(CSC1=NCCS1)NC1CCCCC1,-10,7,8
Cn1cccc1CNC(=O)Nc1ccc(Cl)cc1,-2,-10,17
COc1ccc(-c2nc3cnccn3c2NCc2ccccc2)cc1SC1CCCCC1,1,-14,0
Cc1nc(-c2ccccc2)sc1C(=O)/C=C/c1ccccc1,2,10,-2
Cc1cccn2cc(CNC(=O)CC3CCCC3)nc12,5,2,4
CCOC(=O)N1CCN(CC(O)COCC2=CCC3CC2C3(C)C)CC1 (stereo not drawn),-1,6,-3
NC(=S)N=Nc1c(O)n(C2OC(=O)c3ccccc32)c2ccccc12 (stereo not drawn),-1,-10,18
COCCn1c(NCc2ccccc2)nc2c1c(=O)[nH]c(=O)n2C,0,-1,-3
N#Cc1ncc(C(F)(F)F)cc1Sc1ccccc1N,-1,6,-4
O=C(CSCc1ccc(Cl)cc1)N1CCN(Cc2ccc3c(c2)OCO3)CC1,1,5,2
CC1(C)CC(=O)C(C=N)=C(O)C1,-1,-10,0
COc1ccc(Cc2nc(-c3cccc(C)c3)no2)cc1,-2,8,-3
CCC(c1nnc(SCC(=O)NCCc2ccc(Cl)cc2Cl)o1)N(C)C (stereo not drawn),-6,-28,1
Cc1ccc(-c2ccc(/C=N/n3cnnc3)o2)cc1Cl,2,0,3
CC(C)CCNC(=O)C1CCC(CNS(=O)(=O)c2cccc3nsnc23)CC1 (stereo not drawn),1,-16,-6
c1ccc2c(c1)nc(N1CCOCC1)c1nncn12,2,6,-6
COc1ccc(-c2cc(C(=O)N3CCN(c4ccccc4)CC3)c3ccccc3n2)cc1OC,-2,-26,-1
CCCCC(NC(C)=O)c1nc2ccccc2n1CCC (stereo not drawn),4,-1,4
COC(=O)c1ccc(CSc2nc3ccc(Cl)cc3[nH]2)o1,3,7,-2
Cn1cc(SCC(=O)Nc2nc3ccccc3s2)c2ccccc21,4,-5,19
Cc1c(NC(=O)c2cc(-n3cnnc3)ccc2Cl)cccc1-c1nc2ccccc2s1,-2,-5,-15
Cn1cccc1C(=O)C(=O)Nc1cccc(Cl)c1Cl,1,0,4
O=C(Nc1nccs1)c1ccc(Cl)c(S(=O)(=O)N2CCCCC2)c1,-14,-25,-1
CCOc1ccc(N2C(N)=NC(N)=NC2(C)C)cc1,3,2,1
CCOC(=O)c1ccc2c(c1)nc(SCC(=O)c1cc3ccccc3o1)n2CC,0,-11,5
CC(C)(C)n1nnnc1CN(Cc1cccnc1)Cc1ccccc1Cl,-11,-11,4
O=C(O)CC(=O)NC12CC3CC(CC(C3)C1)C2,0,1&-1,-7&4
Nc1nc(N)c2sc3nc4c(cc3c2n1)CCC4,-12,14,-10
COC(=O)C1=C(C)Nc2ncnn2C1c1ccco1 (stereo not drawn),2,-10,-4

# Compound profiles (already shown). Order of screens: Cneo AK release	PGC1a acetyl inh	miR-122 sensor
# Listed for CC(C)(C)n1nnnc1CN(Cc1cccnc1)Cc1ccccc1Cl = -11	-11	4
# Listed for Cc1c(NC(=O)c2cc(-n3cnnc3)ccc2Cl)cccc1-c1nc2ccccc2s1 = -2	-5	-15
# Listed for CCCCC(NC(C)=O)c1nc2ccccc2n1CCC (stereo not drawn) = 4	-1	4
# Listed for CCOC(=O)c1ccc2c(c1)nc(SCC(=O)c1cc3ccccc3o1)n2CC = 0	-11	5
# Listed for Cn1cc(SCC(=O)Nc2nc3ccccc3s2)c2ccccc21 = 4	-5	19

# (cont.)
Molecule,Cneo AK release,PGC1a acetyl inh,miR-122 sensor
Cn1c(=O)c2c(nc(CN3CCN(C(=O)c4ccco4)CC3)n2Cc2ccc(F)cc2)n(C)c1=O,3,-12,-5
COc1cccc(/C(C)=N/NC(=O)c2ccc(N(C)C)cc2)c1,-1,-4,1
Cn1c(C(=O)N2CCCC(C(=O)O)C2)cc2sccc21 (stereo not drawn),1,10,-12
COc1ccc(NC(=O)C2CCCN(c3c4c(nc5ncnn35)CCC4)C2)cc1OC (stereo not drawn),-1,1,-6
COc1ccc(C(=O)Nc2nc(-c3cccs3)cs2)cc1,0,8,-7
COc1ccc(C2CC(=O)C3=C(C2)Nc2ccccc2N(C(C)=O)C3c2ccco2)cc1 (stereo not drawn),-3,1,2
O=S(=O)(/C=C/c1ccccc1)Nc1ccc2c(c1)OCO2,0,-8,85
COc1ccc(NC(=O)CSc2nnc(CCC(=O)Nc3ccc(C)c(Cl)c3)n2C)cc1,6,2,-4
CNC(=O)CN(Cc1ccccc1)S(=O)(=O)c1ccccc1,-1,-8,-3
CCOc1cc(N2CCOCC2)c(OCC)cc1NC(=O)c1nc2nc(C)cc(C)n2n1,-3,-3,-6
COc1cc2c(cc1NC(=O)CN1CCN(S(=O)(=O)c3ccc(F)cc3)CC1)oc1ccccc12,2,-16,-5
COc1ccc(OC)c2[nH]c(=O)c(CCNS(=O)(=O)c3ccc(Cl)cc3)cc12,5,-17,6
CCOC(=O)CSc1nc2ccccc2c(=O)n1C,0,1,-4
Cc1ccc(Cn2c(=O)n(Cc3ccco3)c(=O)c3ccccc32)cc1,-6,6,-3
Cc1nn(C)cc1CNC(=O)CCC(=O)O,0,17,-3
COCCNC(=O)C1CCCN(c2nn3c(=O)cc(C)nc3s2)C1 (stereo not drawn),-5,10,-6
CSCCC(NC(=O)c1ccc(C)o1)C(=O)O (stereo not drawn),0,9,4
O=C1C2CC=CCC2C(=O)N1CC1CCCO1 (stereo not drawn),0,-1,-7
O=C(C1CC1)N1CCc2cc(S(=O)(=O)N3CCCc4ccccc43)ccc21,-1,0,-3
C=CCNc1nc2ccccc2nc1NS(=O)(=O)c1cccs1,-2,0,7
Cc1ccccc1OCc1nc(-c2ccc(NC(=O)c3ccc4c(c3)OCO4)cc2)no1,0,10,-7
CCOc1ccc(C(=O)NCCN(C)C)cc1,-2,1,3
CCOC(=O)C1(C(F)(F)F)N=C(c2cccnc2)OC(N2CCOCC2)=N1 (stereo not drawn),-1,2,-6
Cc1csc(SCC(=O)O)n1,-2,3,-3
COC(=O)CN(c1c(C)cccc1C)S(C)(=O)=O,4,8,-2
Cc1ccc(Nc2nc(N)nc(N)c2N=O)cc1C,-4,4,-7
CCOc1cc(C2CC(=O)Nc3cc(C)c(C)cc32)ccc1O (stereo not drawn),1,-4,2
O=C(CN1CCN(C(=O)c2ccccc2)CC1)Nc1ncc(Br)cc1Br,32,7,-6
NC(=O)Cn1c(=O)n(CCc2ccccc2)c(=O)c2c3c(sc21)CCCC3,0,-13,4
CC(=O)NC(C)C12CC3CC(CC(CC(=O)O)(C3)C1)C2 (stereo not drawn),9,-1,-7
CCOc1cc(C2C(C#N)=C(N)Oc3n[nH]c(CC)c32)ccc1OCCN1CCOCC1 (stereo not drawn),-1,4,-7
Cc1c(NC(=O)CN2CCN(C(c3ccccc3)c3ccccc3)CC2)c(=O)n(-c2ccccc2)n1C,5,24,4
COCC(C)n1c(C)cc(C(=O)CSc2nnc(Nc3ccccc3F)s2)c1C (stereo not drawn),-1,-20,2
O=[N+]([O-])c1cccc(-c2nnn(C34CC5CC(CC(C5)C3)C4)n2)c1,7,-15,-1
COc1cccc(NC(=O)C2CC(=O)N=C(N)S2)c1 (stereo not drawn),-2,3,-1
CNS(=O)(=O)c1cnccc1N1CCN(c2cccc(C)c2)CC1,4,-1,9
Cc1ccc(N(CC(=O)O)C2SC(=O)NC2=O)cc1 (stereo not drawn),1,-15,-5
O=C(CN1C(=O)c2ccccc2S1(=O)=O)N1CCc2ccccc2C1,1,1,-2
C/C(=N\NC(=O)C(NC(=O)c1ccccc1)C(C)C)c1ccccc1 (stereo not drawn),2,3,-10
CCCCn1c2nc3ccccc3nc2c2c(=O)n(CCC)cnc21,-1,0,-4
COC(=O)C(/C=N/OCc1ccc([N+](=O)[O-])cc1)NC(=O)c1ccccc1 (stereo not drawn),1,-14,2
CC(C)(C(=O)c1ccccc1)/[N+]([O-])=C/c1ccc(F)cc1,-4,6,-2
Cc1ccc(NC(=O)CS(=O)CC(=O)NCCCN(C)c2ccccc2)cc1 (stereo not drawn),-2,2,-8
CCC(=O)Nc1nc(CC(=O)Nc2ccccc2)cs1,0,10,6
CN(Cc1ccccc1)C(=O)c1ccccc1NC(=O)c1ccco1,-3,-4,-1
COc1cc(C(=O)N(Cc2ccc(N(C)C)cc2)C2CCS(=O)(=O)C2)cc(OC)c1OC (stereo not drawn),-1,6,-4
O=c1oc(-c2ccccc2Cl)nc2ccsc12,-3,-5,6
O=C(Nc1ccc2oc(-c3ccncc3)nc2c1)c1ccccc1F,2,-4,13
CC1CCC2(CC1)NC(=O)N(CC(=O)Nc1nc(-c3ccc(F)cc3)cs1)C2=O (stereo not drawn),0,-10,-3
COc1ccc(C(=O)Nc2nc3c(s2)Cc2cc(OC)ccc2-3)cc1,-2,32,4
COc1ccc(Sc2nnc(-c3ccccc3)cc2C#N)cc1,1,13,3
COc1cccc(-n2nc(-c3ccnn3-c3ccc(C)cc3)c(=O)n(C)c2=O)c1,-4,5,3
CC(=O)N1CCN(C(=O)CSc2nc3c(cnn3-c3ccccc3)c(=O)[nH]2)CC1,0,8,2
CCOC(=O)Cc1csc(NC(=O)CSc2nnc(C(C)C)n2C)n1,-2,-6,0
COc1ccc2c(c1)S/C(=C\C(=O)c1ccncc1)N2C,-6,0,-8
C=C(c1cccc2ccccc12)P(=O)(O)O,-1,8,-2
COc1ccc(Nc2nnc(SCC(=O)Nc3cc(C)on3)s2)cc1,8,3,-1
O=C(Nc1cc(Cl)cc(Cl)c1)C(NCCO)c1ccccc1 (stereo not drawn),-2,-5,-1
COC(=O)c1ccc(C)c(NC(=O)CCSc2ccccc2)c1,1,-3,-3
Cc1cc(C(=O)N2CCN(c3ncccn3)CC2)sc1-c1ccccc1,-1,-4,-22

# More entries
Molecule,Cneo AK release,PGC1a acetyl inh,miR-122 sensor
Cc1ccc(C(=O)CSc2nnc(COc3ccc(C#N)cc3)n2-c2ccccc2)cc1,6,-3,1
O=C(Nc1cccnc1)c1ccc(COc2cc(Cl)ccc2Cl)o1,-3,21,-5
COc1ccc(C)cc1NC(=O)CN1CCN(c2ccc(F)cc2)CC1,-3,-17,-5
O=C(c1ccco1)N1CCN(c2ncnc3c2cnn3-c2ccccc2)CC1,-2,-5,-6
CC(C)OCCCNC(=O)Cn1ncc2c(=O)oc3ccccc3c21,-1,2,0
Cc1onc(-c2ccccc2Cl)c1C(=O)Nc1ccccc1C(N)=O,8,-7,-3
Cc1ccc(Nc2nc3nonc3[nH]c2=O)cc1C,-6,4,3
COc1ccc(C(=O)NNC2=NC(C)(C)Cc3cc(C)c(C)cc32)cc1,1,2,2
CCOC(=O)c1cc(C)n(CCCN2CCOCC2)c1C,0,-5,3
c1coc(-c2ncc[nH]2)c1,1,5,-2

# Assay outcomes from PubChem.

# These rows are one share of the data; rates above refer to the full screens.
